From PubChem BioAssay
HKDC1 inhibitor: HKDC1 hexokinase inhibitors, primary screen, biochemical, fluorescence, uHTS | inhibition, % at 20 µM | AID 493160, 2011 | recombinant HKDC1, G6PDH/diaphorase resazurin coupled fluorescence | 340,000 tested, 0.16% active;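 active = inhibition above about 35% when tested at 20 µM, limit read from the data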;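 also: plate controls were DMSO wells with enzyme for no effect and DMSO wells lacking enzyme for full effect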
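Test system: recombinant HKDC1 (HK5) hexokinase enzyme, produced in-house; Amount: enzyme 5 µg/mL final; Buffer or medium: Tris pH 8.0 buffer with MgCl2, Tween-20, BSA, BME; Reagent: glucose and ATP substrates; Doses: 20 µM test compound, 1% DMSO; Incubation: 90 min reaction incubation at room temperature, dark; Detection: resorufin fluorescence at 613 nm.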
PfG6PD inh: PfG6PD enzyme inhibitors, primary screen, biochemical, fluorescence intensity, uHTS | glucose-6-phosphate dehydrogenase-6-phosphogluconolactonase (Plasmodium falciparum 3D7) | PfGluPho enzyme, NADPH resazurin-diaphorase fluorescence | inhibition, % at 20 µM | 350,000 tested, 0.78% active | AID 504690, 2011;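 active = inhibition reaching at least a set limit at 20 µM in the primary screen, cut at about 59% in these data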;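 also: 0% = DMSO wells with substrate and 100% = DMSO wells lacking glucose-6-phosphate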
SENP8 block-1: human SENP8 protease inhibitors, primary screen, biochemical, fluorescence, Nedd8 protein substrate, uHTS; recombinant SENP8; 360,000 tested, 0.64% active; AID 602440, 2012; Sentrin-specific protease 8 (Homo sapiens), Q96LD8; inhibition, % at 20 µM; in the data active = inhibition mostly above about 40%, no sharp cut-off; inactive = mostly below about 27%
NLRP3 yeast inh: NALP3 inflammasome inhibitors in reconstituted yeast, primary screen, luminescence, uHTS. Yeast reconstituted NLRP3/ASC/caspase-1, beta-gal luminescence, 24 h. inhibition, % at 10 µM. 330,000 tested, 0.39% active;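 active = inhibition of 50% or more; inactive = inhibition below 50%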;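 also: plate controls were induced DMSO wells for no effect and uninduced yeast grown without galactose for full effect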
Apaf-1 inh: inhibitors of human Apaf-1 apoptosome, primary screen, biochemical, DEVD-Rh110 fluorescence, uHTS. 330,000 tested, 0.71% active. reconstituted apoptosome caspase-3 activity. inhibition, % at 20 µM. AID 489030, 2010. Apoptotic protease-activating factor 1 (Homo sapiens), O14727; active = inhibition of at least 40% at 20 µM;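 also: plate controls were DMSO wells for no effect and DEVD-CHO caspase inhibitor wells for full effect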
Target sequence (O14727 whole entry, looked up): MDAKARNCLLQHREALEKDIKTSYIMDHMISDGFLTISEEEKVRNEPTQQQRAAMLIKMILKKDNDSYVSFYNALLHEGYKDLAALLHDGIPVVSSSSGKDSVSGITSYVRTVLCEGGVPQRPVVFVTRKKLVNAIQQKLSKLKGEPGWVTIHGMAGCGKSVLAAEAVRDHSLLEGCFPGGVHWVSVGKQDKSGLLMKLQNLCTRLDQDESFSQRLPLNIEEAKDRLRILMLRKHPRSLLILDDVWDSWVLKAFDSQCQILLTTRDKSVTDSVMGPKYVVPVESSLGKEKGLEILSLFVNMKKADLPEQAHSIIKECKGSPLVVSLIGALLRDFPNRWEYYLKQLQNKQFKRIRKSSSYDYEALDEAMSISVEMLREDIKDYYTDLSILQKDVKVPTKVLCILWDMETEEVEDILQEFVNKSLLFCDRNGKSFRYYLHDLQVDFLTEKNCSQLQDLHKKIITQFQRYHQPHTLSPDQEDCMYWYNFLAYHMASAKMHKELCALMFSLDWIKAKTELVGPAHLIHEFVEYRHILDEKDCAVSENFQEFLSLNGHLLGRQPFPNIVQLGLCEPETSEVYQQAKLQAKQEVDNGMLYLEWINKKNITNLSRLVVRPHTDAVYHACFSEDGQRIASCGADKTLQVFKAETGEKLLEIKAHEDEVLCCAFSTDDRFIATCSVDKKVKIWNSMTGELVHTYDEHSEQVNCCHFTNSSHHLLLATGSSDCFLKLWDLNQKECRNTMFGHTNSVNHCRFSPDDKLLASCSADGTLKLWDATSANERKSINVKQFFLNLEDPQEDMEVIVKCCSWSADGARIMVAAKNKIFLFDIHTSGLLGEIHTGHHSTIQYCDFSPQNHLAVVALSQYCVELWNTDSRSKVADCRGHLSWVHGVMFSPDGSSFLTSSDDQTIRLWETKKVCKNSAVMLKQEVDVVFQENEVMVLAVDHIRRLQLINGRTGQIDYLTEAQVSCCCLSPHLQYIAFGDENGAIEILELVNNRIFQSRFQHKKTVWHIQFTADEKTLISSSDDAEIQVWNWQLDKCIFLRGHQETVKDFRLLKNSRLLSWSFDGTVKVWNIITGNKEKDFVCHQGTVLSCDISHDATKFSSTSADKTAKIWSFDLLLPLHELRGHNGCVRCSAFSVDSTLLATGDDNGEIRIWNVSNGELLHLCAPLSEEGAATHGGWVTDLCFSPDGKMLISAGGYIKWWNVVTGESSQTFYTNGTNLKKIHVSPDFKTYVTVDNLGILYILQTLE
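System: reconstituted apoptosome with Apaf-1, cytochrome c, caspase-9, procaspase-3, dATP; Signal: Rh110 fluorescence intensity; Schedule: 30 min compound preincubation, 50 min activation, room temperature; Reagent: cytochrome c trigger plus (Z-DEVD)2-Rh110 caspase-3 substrate.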
SENP8 block-2: SENP8 protease inhibitors, primary screen, biochemical, luminescence. Sentrin-specific protease 8 (Homo sapiens), Q96LD8. purified SENP8, Z-RLRGG-aminoluciferin cleavage. inhibition, % at 10 µM. 330,000 tested, 1.2% active. AID 2540, 2010; in the data active = inhibition above about 50%
SENP6 block: SENP6 protease inhibitors, primary screen, biochemical, luminescence, uHTS; 330,000 tested, 1.8% active; Sentrin-specific protease 6 (Homo sapiens), Q9GZR1; AID 2599, 2010; Recombinant SENP6 catalytic domain, aminoluciferin luminescence; inhibition, % at 10 µM;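 active = inhibition above about 50% at the single tested dose, limit read from the data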;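 also: plate controls were DMSO wells with enzyme for no effect and DMSO wells lacking enzyme for full effect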
SENP1 FRET inh: human SENP1 catalytic domain inhibitors, primary screen, biochemical, FRET, uHTS | 360,000 tested, 0.21% active | inhibition, % at 10 µM | AID 624204, 2012 | recombinant SENP1 catalytic domain, CyPet-SUMO1-YPet FRET cleavage;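 active = inhibition at least 30% at 10 µM, raw YFP signal under a set limit, fluorescence ratio 0.5 to 1.5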;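 also: 0% = enzyme with DMSO and 100% = no enzyme wells; some results filed as inactive read as strong as hits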
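Assay system: hSENP1 catalytic domain, recombinant. Amount: SENP1 enzyme, 20 pM final. Schedule: 50 min reaction, RT, dark. Technique: FRET, CFP and YFP emission. Control set: no-enzyme wells low, DMSO-plus-enzyme wells high control.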
SENP7 block: SENP7 protease inhibitors, primary screen, biochemical, luminescence, uHTS. inhibition, % at 5 µM. recombinant SENP7, Z-RLRGG-aminoluciferin luminescence, 40 min. AID 434973, 2010. 330,000 tested, 1.5% active. Sentrin-specific protease 7 (Homo sapiens), Q9BQF6;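 active = inhibition above about 50% at the single test dose, limit read from the data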;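 also: plate controls were DMSO with enzyme for no effect and no enzyme buffer wells for full effect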
* hit, by the source's call; · = not tested or not shown.

SMILES	HKDC1 inhibitor	PfG6PD inh	SENP8 block-1	NLRP3 yeast inh	Apaf-1 inh	SENP8 block-2	SENP6 block	SENP1 FRET inh	SENP7 block
CC(CN1CCOCC1)OC(=O)/C=C/c1ccccc1 (stereo not given)	-9	-18	18	3	9	-7	15	2	2
Cc1ccc(NC(=O)CSc2nncc3ccccc23)cc1	-4	-3	3	43	-2	0	14	0	7
O=C(c1ccco1)N1N=C(c2ccc(Br)cc2)CC1(O)C(F)(F)F (stereo not given)	-1	2	-2	10	7	4	13	0	0
NC1=NC2(CCCCC2)N(c2ccc(F)cc2)C(N)=N1	-2	-9	21	-3	0	-2	3	0	-1
O=C(NC1CCN(C(=O)Nc2cccc(F)c2)CC1)c1ccco1	-6	-13	2	10	2	-4	-13	-1	3
Cc1nnc(NC(=O)CCSc2ccccc2)s1	10	-15	3	5	-1	-2	-1	1	10
O=C(Nc1ccc(N=Nc2ccccc2)cc1)c1ccccc1Cl	1	-4	51*	2	13	-23	-2	2	2
CC1CCN(c2c(NCC3CCC(C(=O)NCCCc4ccccc4)CC3)c(=O)c2=O)CC1 (stereo not given)	-4	2	·	12	0	-7	0	·	-1
CCOc1ccccc1OCC(=O)NN1Cc2ccccc2C1=N	-5	-10	17	-11	-16	3	-16	-1	-5
O=C(CN1C(=O)NC(Cc2ccccc2)C1=O)Nc1ccc(OC(F)F)cc1 (stereo not given)	-7	3	17	18	-6	-15	2	4	14
CN(CCO)S(=O)(=O)c1ccc2c(c1)C(=NNC(N)=O)c1cc(S(=O)(=O)N(C)CCO)ccc1-2	6	-16	-16	-3	-1	-2	-22	4	0
COc1ccc(CCNC(=O)COc2cc(C)cc3oc(=O)cc(C)c23)cc1	3	18	-63	18	-3	-3	-4	0	7
NC(=O)Nc1ccc(C(=O)OCC(=O)Nc2cccc(S(=O)(=O)NC3=NCCC3)c2)cc1	0	3	1	-1	-3	-3	-5	1	-3
CC(C)N(Cc1nc(-c2ccc(Cl)cc2)no1)C(=O)C12CC3CC(CC(C3)C1)C2	-1	5	13	0	15	-1	-17	2	-7
COc1ccccc1NNC(=O)C(O)(c1ccccc1)c1ccccc1	1	0	40	15	0	8	-3	1	-1
Cc1ccccc1NC(=O)CSc1ccc(-c2ccc(-n3cccn3)cc2)nn1	-2	-2	12	12	1	-5	-18	1	-7
COc1cccc(CN2CCCCC2C(=O)O)c1 (stereo not given)	9	1	10	3	-5	-1	13	1	9
CCOCC(=O)Nc1cc(C(F)(F)F)ccc1Oc1cccc(Br)c1	-3	5	14	3	26	-6	-6	1	2
O=C(CN1CCC(O)(c2cccc(F)c2)CC1)NCCc1c[nH]c2ccccc12	-2	-4	17	-1	-3	-4	-17	-1	-17
CCOc1cc(/C=N/NC(=O)N/N=C/c2ccc(O)c(OCC)c2)ccc1O	8	30	·	-4	-3	-4	10	·	0
CCOc1ccc(N(C)S(=O)(=O)c2csc(C(N)=O)c2)cc1	-3	0	12	18	-1	-4	-27	-2	5
Cc1csc(SCC(=O)Nc2ccccc2)n1	-4	-10	10	17	2	-17	-17	0	-6
Cc1ccc(NS(=O)(=O)c2ccc(-n3cccn3)cc2)c(C)c1	0	-6	12	2	23	-9	10	1	-1
Cc1ccc2nc(N(CCN3CCOCC3)C(=O)CCS(=O)(=O)c3ccccc3)sc2c1	3	9	3	25	14	-3	-4	3	-1
COc1cc([N+](=O)[O-])ccc1NC(=O)CCCOc1cc(C)ccc1C	-3	-6	18	29	13	2	11	1	3

(listing goes on)
SMILES	HKDC1 inhibitor	PfG6PD inh	SENP8 block-1	NLRP3 yeast inh	Apaf-1 inh	SENP8 block-2	SENP6 block	SENP1 FRET inh	SENP7 block
Cn1ncc(Cl)c1C(=O)N1CCN(c2ccccc2)CC1	-4	-3	2	-2	6	-3	-21	2	5
Cc1ccccc1NC(=O)NNC(=O)CCc1ccccc1	-4	2	16	10	0	0	10	3	2
Cc1nc(C)c(C(=O)Nc2ccccc2)s1	-7	-6	21	17	0	-3	-15	2	-2
N/C(CC(=O)Nc1cc(C(F)(F)F)ccc1Cl)=N\O	-3	-16	16	-8	8	0	2	0	2
O=C(O)/C=C/C(=O)NCc1cn(-c2ccccc2)nc1-c1cccc(Br)c1	-3	-35	14	11	7	10	4	-1	2
O=C(Cc1cccs1)NCc1ccco1	-3	15	26	-8	7	-10	-3	0	2
Nc1c(C(=O)C2CC2)sc2nc(-c3ccccc3)cc(C(F)(F)F)c12	4	-21	-13	10	7	-5	5	-24	9
CCOc1ccc(NC(=O)N(Cc2ccc(C)cc2)Cc2ccccn2)cc1	-1	7	16	9	11	-3	12	-1	-4
Cc1[nH]c2ccccc2c1C(=O)COC(=O)C1CCC1	5	10	1	14	8	-5	-1	-1	11
CC(C)(C)NC(=O)COC(=O)c1cc(Cl)ccc1[N+](=O)[O-]	1	8	10	14	-3	-1	-38	1	0
O=C(NCCOc1cccnc1)C1CCC(=O)N(Cc2ccccc2F)C1 (stereo not given)	-3	1	5	15	-4	5	5	0	-2
CCOc1ccccc1C=NN1CCCCCC1	0	-9	-12	·	·	·	·	-1	·
CCN(CC)C(=O)[C@H]1CC(CC(=O)NC/C=C(\C)CCC=C(C)C)C(=O)N2CCc3c([nH]c4ccccc34)[C@]12C (stereo not given in full)	8	20	19	21	32	-1	22	0	10
COc1ccccc1NC(=O)C1CC(C)OC1=O (stereo not given)	-7	5	18	8	1	-2	-8	4	-6
O=S(=O)(Nc1cccc(-c2ccc(N3CCOCC3)nn2)c1)c1ccc(Cl)c(Cl)c1	3	-29	-9	17	20	3	19	1	-8
Cc1cc(C)c2oc(C(=O)NCCc3ccc(S(N)(=O)=O)cc3)cc(=O)c2c1	-5	-10	-6	2	-3	-7	3	2	2
CCOc1ccc(-n2c(SCC(=O)NCc3ccco3)nc3ccccc3c2=O)cc1	-11	-12	2	-1	-2	7	-7	-3	7
CCOc1ccc(NC(=S)Nc2ccccc2C2(C)CC2)cc1	-3	-13	-2	8	-3	5	27	2	0
COc1ccc(Cn2nnnc2C(c2cc3cc(C)ccc3[nH]c2=O)N2CCN(C)CC2)cc1 (stereo not given)	-7	-4	-175	20	1	-1	4	-10	5
Cc1cnc(NC(=O)CC(C)c2ccccc2)s1 (stereo not given)	2	-9	11	17	0	-1	4	0	-10
CCn1nc(NC(=O)C2CCCO2)c2cc3cccc(C)c3nc21 (stereo not given)	-3	20	-453	28	5	-4	-9	-35	15
CC1=NN(c2nc3ccccc3[nH]2)C(=O)C1Cc1ccccc1 (stereo not given)	-25	-29	16	4	-19	-9	-17	1	7
O=C(Nn1c(Cc2ccccc2)nc2ccccc2c1=O)c1c(O)c2cccc3c2n(c1=O)CCC3	-9	-13	-148	12	17	-3	-2	-1	-5
COc1ccccc1OCCCn1c(=O)sc2ccccc21	-8	18	7	15	4	-11	7	0	5
NC(=O)CC[C@@H]1NC(=O)[C@@H]2CCCN2C(=O)c2cc([N+](=O)[O-])cc(I)c2NCCCC[C@@H](C(=O)NC(CC(=O)O)C(N)=O)NC1=O (stereo not given in full)	-5	5	22	16	4	-3	3	1	-6

Other records:
SMILES	HKDC1 inhibitor	PfG6PD inh	SENP8 block-1	NLRP3 yeast inh	Apaf-1 inh	SENP8 block-2	SENP6 block	SENP1 FRET inh	SENP7 block
O=C(CN1CCCN(Cc2ccc(F)cc2)S1(=O)=O)NC1CCCC1	-9	5	6	-7	-7	0	-22	1	9
Cc1oc(-c2cc3c(cc2Cl)OCO3)nc1CN1CCCC(C(=O)N2CCOCC2)C1 (stereo not given)	-2	2	4	26	8	-9	-20	-2	-5
CC12CCC3c4ccc(O)cc4CCC3C1CC(=NO)C2O (stereo not given)	-4	-12	6	·	·	·	·	0	·
COc1cc(C(CC(=O)Nc2ccc(C)cn2)N2Cc3ccccc3C2=O)cc(OC)c1OC (stereo not given)	-6	6	18	13	7	11	9	1	8
COCCN(C(=O)c1ccc(C#N)cc1)c1c(N)n(Cc2ccccc2)c(=O)[nH]c1=O	-1	-11	-17	17	-3	1	-11	2	-2
CCCCCCN(C(=O)CCCCCN1C(=O)NC(c2ccc([N+](=O)[O-])cc2)C(C(=O)OCc2ccccc2)=C1C)C(C(=O)NCCCC)C1CCCCC1 (stereo not given)	12	0	11	·	25	·	·	-2	8
O=C(COC(=O)c1ccc(Cl)nc1)Nc1ccc(N2CCOCC2)cc1	-3	5	22	11	3	-25	-17	-1	-18
Cc1cc(C)n(C(=O)CSc2ccc(Cl)cc2)n1	1	10	37	2	-4	2	3	-1	-1
CC(OC(=O)c1ccncc1)C(=O)Nc1cccc([N+](=O)[O-])c1 (stereo not given)	-9	6	2	22	-5	-10	-23	1	-2
COc1cccc(/C=C(/C#N)c2ccc(F)cc2)c1OCc1cccc(C(=O)O)c1	11	-18	-226	10	4	4	12	-2	2
Cc1cccc(NC(=O)CCC(=O)Nc2nnc(C(F)(F)F)s2)c1	-1	4	10	7	-1	5	-13	-1	-3
Cc1ccc(-c2cc(C(F)F)nc(N3CCC(C)CC3)n2)cc1	4	4	-268	-5	22	2	-13	0	-9
COc1ccc(N(C(=O)Cn2nnc(-c3ccc(F)cc3)n2)C(C)C(=O)NC2CCCC2)cc1 (stereo not given)	0	-12	5	14	21	2	-16	-3	0
COc1ccc(/C=N/NC(=O)c2cc[n+]([O-])cc2)cc1OC	-1	-19	12	3	-1	-2	-1	1	3

Single records, from the list above:
Results for COc1ccc(/C=N/NC(=O)c2cc[n+]([O-])cc2)cc1OC → HKDC1 inhibitor: -1; PfG6PD inh: -19; SENP8 block-1: 12; NLRP3 yeast inh: 3; Apaf-1 inh: -1; SENP8 block-2: -2; SENP6 block: -1; SENP1 FRET inh: 1; SENP7 block: 3
Results for Cc1ccc(-c2cc(C(F)F)nc(N3CCC(C)CC3)n2)cc1 → HKDC1 inhibitor: 4; PfG6PD inh: 4; SENP8 block-1: -268; NLRP3 yeast inh: -5; Apaf-1 inh: 22; SENP8 block-2: 2; SENP6 block: -13; SENP1 FRET inh: 0; SENP7 block: -9

Copied from the list.
`Cc1cccc(NC(=O)CCC(=O)Nc2nnc(C(F)(F)F)s2)c1` in HKDC1 inhibitor: -1
`COc1cccc(/C=C(/C#N)c2ccc(F)cc2)c1OCc1cccc(C(=O)O)c1` in SENP8 block-1: -226
`CCOc1ccccc1OCC(=O)NN1Cc2ccccc2C1=N` in SENP8 block-1: 17
`COCCN(C(=O)c1ccc(C#N)cc1)c1c(N)n(Cc2ccccc2)c(=O)[nH]c1=O` in Apaf-1 inh: -3
`Cc1ccccc1NC(=O)CSc1ccc(-c2ccc(-n3cccn3)cc2)nn1` in SENP8 block-1: 12
`COc1ccc(N(C(=O)Cn2nnc(-c3ccc(F)cc3)n2)C(C)C(=O)NC2CCCC2)cc1` (stereo not given) in SENP6 block: -16
